NCI-60 one-dose screen, 48 h, at 10 µM unless noted. Numbers give growth in % (100 = growth as untreated, 0 = no growth, -100 = all killed).
SR = SR leukemia cells; actives 8.7% (n = 73,000); AID 1794780
HOP-92 = HOP-92 NSCLC cells; actives 6.3% (n = 71,000)
CCRF-CEM = CCRF-CEM leukemia; actives 7% (n = 77,000)
EKVX = EKVX NSCLC; actives 3% (n = 71,000)
A549/ATCC = A549/ATCC NSCLC | AID 1794740 | actives 3.7% (n = 81,000)
MOLT-4 = MOLT-4 leukemia cells; actives 6.9% (n = 80,000); AID 1794779
RPMI-8226 = RPMI-8226 leukemia cells. actives 7.5% (n = 77,000). AID 1794781
HOP-62 = HOP-62 NSCLC; AID 1794735; actives 3.9% (n = 80,000)
* = called active by the depositor; . = no result given; & = joins results of further samples. How the source made its calls: active means growth percent below 10; inactive means the rest.

Screens in order – SR | HOP-92 | CCRF-CEM | EKVX | A549/ATCC | MOLT-4 | RPMI-8226 | HOP-62
- [N-]=[N+]=NC[C@H]1O[C@](O)(CO)[C@@H](O)[C@@H]1O
  99.2 | 99.8 | 92.8 | 93.5 | 97.2 | 88.2 | 99.4 | 79.4
- O=C1c2ccccc2C(=O)c2c1ccc1ccccc21
  83.4 | 79.8 | 108.3 | 57.8 | 98.0 | 73.0 | 82.9 | 89.2
- Nc1ccc(CCNS(=O)(=O)c2cccc(S(=O)(=O)F)c2)cc1
  88.9 | 75.6 | 86.8 | . | 100.6 | 89.7 | 91.9 | 84.0
- c1ccc2c(CN3CC3)c[nH]c2c1
  106.9 | 75.1 | 129.2 | 98.2 | 92.5 | 109.2 | 102.3 | 118.0
- NC(=O)C(Br)c1ccccc1 (stereo not drawn)
  46.1 | 99.6 | 60.6 | 109.3 | 91.8 | 74.2 | 96.6 | 103.2
- COC(=O)[C@@H](C)C[C@H](Cc1ccccc1)NC(=O)c1csc([C@@H](C[C@H](C(C)C)N(C)C(=O)[C@@H](NC(=O)[C@H]2CCCCN2C)C2CC2)OC(C)=O)n1
  2.0* | 31.3 | 7.7* | 42.3 | 13.0 | 15.3 | 34.9 | 15.7
- O=C(NCCS(=O)OO)c1ccccc1 (stereo not drawn)
  99.0 | 90.5 | 92.7 | . | 97.8 | 92.6 | 95.6 | 102.9
- C=CCN=C1N[C@]23CC(=O)CC[C@]2(C)[C@H]2CC[C@]4(C)C(=O)CC[C@H]4[C@@H]2C[C@@H]3S1
  91.7 | 88.8 | 91.9 | 97.1 | 104.1 | 92.6 | 105.1 | 111.2
- CCCCCCCCNP(=S)(NCCCCCCCC)NCCCCCCCC
  94.0 | 93.8 | 100.8 | . | . | 107.9 | 103.9 | .
- CC(C)NCc1ccc2c(c1)OCO2
  141.3 | 84.2 | 84.8 | 103.8 | 103.6 | 123.1 | 89.9 | 86.2
- CN(C)C(=O)Oc1ccc(Cl)cc1Cl
  95.0 | 109.5 | 105.8 | 110.7 | 76.7 | 88.5 | 108.1 | 97.9
- CC(=O)Nc1ccc([N+](=O)[O-])c(C(F)(F)F)c1
  95.9 | 82.3 | 65.1 | 113.1 | 97.2 | 87.7 | 93.7 | 93.0
- COc1cc(/C=C(/C)[N+](=O)[O-])ccc1O
  -4.4* | 41.3 | -35.0* | 84.6 | 48.9&57.4 | 1.2* | -21.5* | 47.6&55.6
- ClCCN(CCCl)c1ccc(C=Nc2ccc(/C=C\c3ccnc4ccccc34)cc2)cc1
  19.4 | 62.0 | . | . | 79.0 | 32.0 | 58.9 | 94.0

Rewritten as labelled records: 4 of the compounds above.
molecule: COC(=O)[C@@H](C)C[C@H](Cc1ccccc1)NC(=O)c1csc([C@@H](C[C@H](C(C)C)N(C)C(=O)[C@@H](NC(=O)[C@H]2CCCCN2C)C2CC2)OC(C)=O)n1
  SR: 2.0*
  HOP-92: 31.3
  CCRF-CEM: 7.7*
  EKVX: 42.3
  A549/ATCC: 13.0
  MOLT-4: 15.3
  RPMI-8226: 34.9
  HOP-62: 15.7

molecule: O=C(NCCS(=O)OO)c1ccccc1 (stereo not drawn)
  SR: 99.0
  HOP-92: 90.5
  CCRF-CEM: 92.7
  EKVX: .
  A549/ATCC: 97.8
  MOLT-4: 92.6
  RPMI-8226: 95.6
  HOP-62: 102.9

molecule: C=CCN=C1N[C@]23CC(=O)CC[C@]2(C)[C@H]2CC[C@]4(C)C(=O)CC[C@H]4[C@@H]2C[C@@H]3S1
  SR: 91.7
  HOP-92: 88.8
  CCRF-CEM: 91.9
  EKVX: 97.1
  A549/ATCC: 104.1
  MOLT-4: 92.6
  RPMI-8226: 105.1
  HOP-62: 111.2

molecule: CCCCCCCCNP(=S)(NCCCCCCCC)NCCCCCCCC
  SR: 94.0
  HOP-92: 93.8
  CCRF-CEM: 100.8
  EKVX: .
  A549/ATCC: .
  MOLT-4: 107.9
  RPMI-8226: 103.9
  HOP-62: .

These rows are one share of the data; rates above refer to the full screens.
